High-throughput results from PubChem.
IMP-1 inh: blocks Pseudomonas aeruginosa IMP-1 metallo-beta-lactamase; purified IMP-1, nitrocefin hydrolysis, epi-absorbance fluorescence; inhibition, % at 5.6 µM; actives 0.45% (n = 290,000);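 active means inhibition above the mean plus 3 SD of all compounds in the same screening run, cut at about 4.5% in these data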;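 further: 0% = IMP-1 with DMSO and 100% = DMSO wells lacking enzyme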
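system = purified recombinant IMP-1 beta-lactamase | amount = 0.2 nM IMP-1, as dispensed | medium = HEPES buffer pH 7.1 with ZnSO4 and Brij 35 | times = 25 °C, 15 min preincubation, 25 min reaction | detection = plate fluorescence quenching by hydrolysis product, ex 480/em 530 nm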
UBC9 SUMO inh: blocks human SUMOylation mediated by UBC9. P63279. HTRF SUMOylation assay, SAE1/SAE2 + UBC9, in vitro. inhibition, % at 35 µM. actives 0.36% (n = 290,000); in the data active means inhibition above about 50%, passing the limit was not always enough; further: strong numbers were not always called active
Target sequence (P63279 whole entry, looked up): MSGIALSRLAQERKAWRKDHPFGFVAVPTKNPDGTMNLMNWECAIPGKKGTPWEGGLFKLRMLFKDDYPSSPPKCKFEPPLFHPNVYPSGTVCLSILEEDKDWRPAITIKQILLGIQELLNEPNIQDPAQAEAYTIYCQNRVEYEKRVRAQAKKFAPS
MEKK2mut PB1 HTS: signal of MEK5 binding to mutant human MEKK2 PB1 domain | bead flow cytometry, Alexa488-MEK5 binding to MEKK2 mutant | percent response, % at 10 µM | actives 0.35% (n = 290,000) | AID 1530; in the data active means percent response above about 24%, passing the limit was not always enough; further: inactives centre near 1; some results filed as inactive read as strong as hits
M18AAP inhibitor: blocks P. falciparum M18 aspartyl aminopeptidase; inhibition, % at 7.35 µM; recombinant PfM18AAP, H-Glu-NHMec fluorogenic cleavage; actives 1.2% (n = 290,000);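 active means inhibition above the campaign mean inhibition over all tested compounds plus 3 SD, cut at about 28% in these data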;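 further: 0% = plate median of test compound wells and 100% = 2 mM ZnCl2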
FID counter: fluorescent intercalator displacement, NS3 helicase counter-screen | actives 0.17% (n = 290,000) | DNA fluorescent intercalator displacement, fluorescence | inhibition, % at 7.9 µM; in the data active means inhibition above about 37%;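 further: 0% = vehicle and 100% = reference compound; higher means more ethidium bromide displaced from hairpin DNA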
NS3 helicase inh: blocks Hepatitis C virus NS3 helicase unwinding | NS3 helicase DNA unwinding, Cy5 molecular beacon fluorescence | inhibition, % at 10.9 µM | AID 1800 | actives 0.56% (n = 290,000);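 active means inhibition above the mean of all tested compounds plus 3 SD, set per campaign, cut at about 35% in these data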;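 further: 0% = DMSO wells and 100% = thioflavine S control wells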
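Compound dosing – single dose, 10.9 µM nominal final, DMSO 0.8% final · System – NS3 helicase fragment of HCV · Buffer or medium – MOPS pH 6.5, MgCl2, DTT, Tween20, BSA · Signal – Cy5 beacon fluorescence read at start and 1 h · Also added – annealed dual-labelled DNA beacon duplex, ATP-started · Schedule – 1 h at 25 °C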
VIM-2 inhibitor: inhibitors of Pseudomonas aeruginosa VIM-2 metallo-beta-lactamase; inhibition, % at 5.6 µM; actives 0.89% (n = 290,000); purified VIM-2, nitrocefin hydrolysis, epi-absorbance fluorescence;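 active means inhibition above the mean of all tested compounds plus 3 SD, cutoff set per screening run, cut at about 7.5% in these data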;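 further: red hydrolysis product quenches plate fluorescence so inhibitors raise well fluorescence; 0% = enzyme with DMSO and 100% = DMSO without enzyme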
NALP1 inh: blocks the NALP1 inflammasome reconstituted in yeast. S. cerevisiae NALP1/ASC/caspase-1 growth, X-gal OD620, 72 h. inhibition, % at 10 µM. actives 0.61% (n = 280,000); in the data active means inhibition mostly above about 24%, no sharp cut-off; inactive means mostly below about 32%; further: some compounds called inactive have numbers as strong as hits
MEKK2wt PB1 HTS: raises or lowers MEK5 binding to wildtype human MEKK2 PB1 domain | AID 1531 | bead flow cytometry, Alexa488-MEK5 binding to MEKK2 WT; actives lie on both sides | actives 1.1% (n = 290,000) | binding response (% of control), % at 10 µM; in the data active means binding response below about 67% or above about 130%
Active calls of the source: *; · = no result given. This is a random part of the collection. About 4.7% of those tested had a hit in this group.

SMILES	IMP-1 inh	UBC9 SUMO inh	MEKK2mut PB1 HTS	M18AAP inhibitor	FID counter	NS3 helicase inh	VIM-2 inhibitor	NALP1 inh	MEKK2wt PB1 HTS
COc1cc2c(=O)c(-c3ccc(O)cc3)coc2cc1OC1OC(CO)C(O)C(O)C1O (stereo not drawn)	-0.1	13	2	1	1	1	1.6	20	91
COc1ccc(/C=C/C(=O)NCCc2nc3ccccc3[nH]2)cc1	-3.3	-2	-2	-3	-8	6	-2.9	-7	99
Cc1ccc(Nc2nc(NCCCN3CCOCC3)nc(N)c2[N+](=O)[O-])cc1	-2.4	6	4	4	14	0	0.0	15	106
Cc1ccc2[nH]c(=O)c(Cc3ccccc3)c(O)c2c1	-4.4	-2	-11	3	3	-4	-0.8	-1	96
COC(=O)c1cc(NC(=O)Cc2ccc(OC)cc2)cc(C(=O)OC)c1	0.6	1	10	-14	-3	-2	2.8	1	105
CCOc1ccc(CNC(=O)CCCc2cn(C)c3ccccc23)cc1OC	-0.7	-3	0	-5	-29	8	-2.2	36	105
CCC(C)NC(=O)c1ccc(CS(=O)(=O)Cc2ccc(Cl)cc2)o1 (stereo not drawn)	-0.6	30	4	2	-10	5	-2.6	8	102
COc1ccc(S(=O)(=O)Nc2ccc3c(c2)n(C)c(=O)n3C)cc1C	-1.0	-13	-6	-1	-11	-8	0.2	2	97
CC[n+]1ccc(C)c2cc(S(=O)C(F)(F)F)ccc21 (stereo not drawn)	-3.3	13	0	-1	7	-28	-0.2	-2	100
O=C(CN(Cc1cccs1)C(=O)CNS(=O)(=O)c1ccccc1)NC1CCCC1	-3.4	-14	0	2	-17	-15	-1.7	-1	97
Nc1nc(N2CCOCC2)nc(N(c2ccccc2)c2ccccc2)n1	-3.4	-6	4	2	-5	-5	0.2	-22	111
O=C(CCl)N(C1CCCC1)C1CCS(=O)(=O)C1 (stereo not drawn)	0.5	8	3	-7	2	-31	-0.7	9	104
CC1(C)CC(=O)C(C(=O)CCCCC(=O)C2C(=O)CC(C)(C)CC2=O)C(=O)C1	-2.1	6	-30	-5	-4	-4	1.9	18	70
CC1CCN(S(=O)(=O)c2ccc(NC(=O)CNC3CCCCC3)cc2)CC1	-0.4	-5	-3	3	8	-26	-2.0	11	107
CCN(CC)c1ccc(/C=C2\SC(N)=NC2=O)cc1	1.4	-14	6	10	-5	7	3.9	-12	107
COc1ccc(/C=C2\N=C(c3ccccc3)NNC2=O)cc1	-2.1	10	-4	3	0	3	-1.4	3	97
O=C(OCc1ccccc1)N1CCOCCOCCN(C(=O)OCc2ccccc2)CCOCCOCC1	-0.4	2	-4	-4	-51	-10	0.3	-10	92
O=C(c1nc2ccc(Cl)cn2c1CN1CCCC1)N1CCc2ccccc2C1	-2.2	-8	0	5	-16	23	-2.4	11	95
COc1cc(CN2CCNC(=O)C2CC(=O)N(C)Cc2cccnc2)cc(OC)c1 (stereo not drawn)	-1.5	7	-11	-2	-4	-5	-1.9	3	81
C=CCN1C(=O)/C(=C\c2ccc(Cl)cc2)N=C1SCC(=O)NCCC	-3.7	9	10	2	0	7	-2.0	14	105
COc1ccccc1-c1cn[nH]c1-c1ccc(OCc2ccccc2F)cc1O	-3.1	-7	-5	-6	-21	-18	-1.2	15	84
CCOC(=O)C1CCN(c2nc3ccccc3nc2C(C#N)C(=O)OC(C)COC)CC1 (stereo not drawn)	-2.9	-7	·	3	-3	0	-2.4	-2	·
Cc1ccnc(NC(=O)c2ccc([N+](=O)[O-])s2)c1	-3.6	2	11	6	2	0	-1.8	3	111
COc1ccc(-c2cnn(C3CCS(=O)(=O)C3)c2N)cc1 (stereo not drawn)	-2.1	-21	6	8	2	-4	-6.3	-10	103
CC(C)CNC(=O)c1ccccc1NC(=O)CN(c1ccccc1)S(=O)(=O)N(C)C	-1.0	12	-2	2	-11	-4	-2.2	-28	95
Cc1ccc2c(c1)[nH]c1c(=O)n(CCCN3CCOCC3)cnc12	0.7	11	7	-5	2	-1	-0.3	5	103
Cc1ccc(S(=O)(=O)N2CCOCC2)cc1NC(=O)Cn1ccsc1=N	-6.3	-8	·	-9	2	7	-3.4	10	·
CN(C)c1ccc(CNn2cnnc2)cc1	-0.1	14	9	6	0	2	-5.5	4	109
COc1ccc(/C=N/NC(=O)c2ccc(CSc3nc(C)cc(C)n3)cc2)c(OC)c1OC	-2.3	-5	0	1	-17	-12	-3.6	31	103
Cc1nnc(SCC(N)=O)n1CCc1ccccc1	-5.0	0	2	-2	1	0	-4.3	6	110
CCN(CC)CCNC(=O)c1ccc(CS(=O)(=O)c2ccc(Br)cc2)o1	-5.1	1	1	3	10	8	-5.6	-2	106
Cc1cc(=O)[nH]c(-c2ccccc2O)n1	-4.0	14	8	6	-3	-5	-2.5	1	109
Cc1csc(NC(=O)CSc2nnc(-c3ccoc3C)n2Cc2ccco2)n1	-1.2	19	5	2	-31	-3	-3.9	6	107
COc1ccc(C(=O)Nc2ccc(Oc3ncnc4sc(-c5ccccc5)cc34)cc2)cc1OC	-1.8	-1	2	-2	-1	3	-0.9	4	109
COCC1CCN(C(=O)c2ccc3oc(Cc4ccc(Cl)cc4)nc3c2)C1 (stereo not drawn)	-0.7	8	3	-8	-13	-4	-0.4	21	101
Cc1ccc(C(=O)N(CC(=O)NC2CCCC2)c2ccc(F)cc2)s1	0.6	1	-5	-14	-30	16	2.8	7	95

The last 5 compounds of the part above lead into the next.
SMILES	IMP-1 inh	UBC9 SUMO inh	MEKK2mut PB1 HTS	M18AAP inhibitor	FID counter	NS3 helicase inh	VIM-2 inhibitor	NALP1 inh	MEKK2wt PB1 HTS
Cc1cc(=O)[nH]c(-c2ccccc2O)n1	-4.0	14	8	6	-3	-5	-2.5	1	109
Cc1csc(NC(=O)CSc2nnc(-c3ccoc3C)n2Cc2ccco2)n1	-1.2	19	5	2	-31	-3	-3.9	6	107
COc1ccc(C(=O)Nc2ccc(Oc3ncnc4sc(-c5ccccc5)cc34)cc2)cc1OC	-1.8	-1	2	-2	-1	3	-0.9	4	109
COCC1CCN(C(=O)c2ccc3oc(Cc4ccc(Cl)cc4)nc3c2)C1 (stereo not drawn)	-0.7	8	3	-8	-13	-4	-0.4	21	101
Cc1ccc(C(=O)N(CC(=O)NC2CCCC2)c2ccc(F)cc2)s1	0.6	1	-5	-14	-30	16	2.8	7	95
CC(C)C[C@H](NC(=O)c1[nH]cnc1C(=O)N[C@@H](Cc1ccccc1)C(=O)OCc1ccccc1)C(=O)OC(C)(C)C	-1.9	-28	-12	0	-48	-17	-2.9	-15	99
CCN1CCN(CC(=O)N2N=CCC2c2ccccc2)CC1 (stereo not drawn)	-3.4	-21	-17	-1	-1	-4	-4.2	-9	92
COc1ccc(CNC(=O)Cn2cc(C(F)(F)F)ccc2=O)cc1OC	-2.7	13	0	-12	-5	-10	2.5	3	99
CCCC(c1nnnn1Cc1ccco1)N1CCN(C2CCCC2)CC1 (stereo not drawn)	-2.3	16	4	-4	13	0	-4.2	7	108
O=C(Nc1nccs1)C1CCCN1/C=C/C(=O)C(F)(F)F (stereo not drawn)	-0.8	1	-3	-9	7	4	0.9	18	104
COc1ccc(CCNC(=O)C2CCCN(S(=O)(=O)c3cccc4nonc34)C2)cc1OC (stereo not drawn)	-2.0	12	-4	-5	-9	-1	-1.0	-3	95
CCCC(=O)Nc1c(-c2ccccc2)c(=O)c(C)nn1-c1ccccc1	1.2	13	-3	-1	4	4	-1.2	1	100
CCSc1nnc(SCC(=O)N2CCN(C(=O)c3ccco3)CC2)s1	-3.3	5	4	3	-22	11	-3.9	2	96
CC(C)[C@H](NC(=O)OC(C)(C)C)C(=O)N/N=C/c1cccc2nccnc12	-3.2	4	10	-14	-6	10	-1.1	5	107
CCC(C(=O)OC)n1cnc2c(nnn2-c2ccc(F)cc2)c1=O (stereo not drawn)	-3.8	-5	3	-3	-6	-3	-3.9	0	103
COc1ccccc1S(=O)(=O)Nc1cccc(-c2nnc3n2CCCCC3)c1	0.6	29	4	-3	-17	1	-0.5	-1	105
COc1cccc(C2=CC(c3ccc(N(C)C)cc3)n3ncnc3N2)c1 (stereo not drawn)	-5.6	14	0	23	-5	4	-1.9	-2	104
CN1CCN(S(=O)(=O)c2cccc(C(=O)O)c2)CC1	0.7	-1	-4	-6	-9	-3	0.0	13	101
COc1ccc(CSC2=NCCN2)cc1Br	-2.1	4	4	3	0	0	-3.4	4	105
CCOCC(=O)Nc1cccc(NC(C)=O)c1	-0.3	13	2	3	-4	2	-2.0	22	101
Cc1ccc(CC2CC(=O)N(c3ccncc3)C2=O)cc1 (stereo not drawn)	-0.6	7	4	-9	4	-7	-1.8	30	100
Cc1cc(-c2nnc(SCC(=O)Nc3ccc(F)cc3)n2N)n[nH]1	-3.7	6	2	5	-13	1	-4.2	-1	101
CCN(CC)S(=O)(=O)c1ccc(-c2nnc(SCC(=O)c3ccc(OC)cc3)o2)cc1	-2.6	-2	0	3	3	-1	-3.5	24	103
Clc1ccc(N2CCN(Cc3ccco3)CC2)cc1	-1.2	0	9	4	0	10	-1.7	-20	108
Cc1cccc(-n2ncc3c(NCc4ccc5c(c4)OCO5)ncnc32)c1	-2.6	-18	-4	1	-7	-12	-3.0	5	96
COCc1[nH]nc2c1C1(CCSCC1)C(C#N)=C(N)O2	-1.9	-2	4	10	5	-4	3.3	32	103
Cc1ccccc1OCC(=O)NCCN(C)C	-5.8	-13	2	-4	1	2	-1.9	9	101
O=C(Cn1nc(C(=O)O)c2ccccc2c1=O)c1c[nH]c2ccccc12	-2.5	7	1	0	-4	0	0.4	0	103
COc1ccc(CCN=Cc2ccc(O)cc2)cc1OC	-0.2	8	0	0	-6	1	-0.2	-27	97
Cc1nnc(N2CCCC(C(=O)NCc3ccccc3F)C2)c2nn(-c3ccccc3)c(C)c12 (stereo not drawn)	-0.8	-2	5	-5	2	-14	-2.4	10	102
Cc1ccc([N+](=O)[O-])c(OCCN2CCC(Cc3ccccc3)CC2)c1	-2.1	0	7	0	18	-43	-2.2	13	127
CCN(C1CCS(=O)(=O)C1)S(=O)(=O)c1cccc([N+](=O)[O-])c1 (stereo not drawn)	-2.2	6	-11	3	7	3	-3.2	13	88
O=C(NCCCCO)C(F)(F)C(F)(F)C(F)(F)C(=O)NCCCCO	-3.4	22	4	3	0	-2	-1.9	-1	105
COc1ccc(-c2cc(C)no2)cc1S(=O)(=O)Nc1ccc(NC(C)=O)cc1	-1.0	11	1	-13	-4	-12	0.0	26	103
COc1ccc(S(=O)(=O)N(CCC(=O)O)Cc2ccccc2)cc1	-1.3	6	-42	-3	-19	0	-1.8	-11	106
CCCC(=O)NC(c1ccc(OCC)cc1)c1ccc(OC)c(OC)c1 (stereo not drawn)	-0.5	2	6	7	-11	0	-0.7	-5	106
Cc1nn(Cc2ccccc2)c(Cl)c1/C=N/NC(=O)CNc1cccc(C(F)(F)F)c1	-2.6	-14	1	-3	-5	-20	-1.7	27	99
COCCN(C(=O)CCC(=O)Nc1ccccn1)C(C(=O)NC1CCCC1)c1ccc(OC)cc1 (stereo not drawn)	-3.6	-4	15	-6	-38	-1	-2.5	-6	124
